Bioassay records: PubChem, several laboratories
Yfh1-off respiration = enhancers of respiration in Yfh1-depleted yeast, dose response, Friedreich's ataxia, plus single-dose screen (AID 1465) | S. cerevisiae Yfh1-off respiration, WST-1 reduction, 72 h; higher fold induction means a stronger effect | fold induction at 50 µM; hits with a dose series show EC50 in µM | 220,000 tested, 0.074% active;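 active = fold induction of absorbance versus untreated yeast above a set limit, then at least 30% activation at any dose in follow-up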;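 also: activators that raise dye reduction in frataxin-depleted yeast; strong numbers were not always called active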
M17LAP inhibition = P. falciparum M17LAP inhibitors, primary screen, biochemical, fluorogenic H-Leu-NHMec substrate, 1536-well (AID 1619). 220,000 tested, 0.38% active. one-dose inhibition, % at 30 µM; IC50 in µM for titrated hits. recombinant M17LAP, H-Leu-NHMec fluorogenic kinetic assay; higher % means a stronger effect;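 active = compound inhibiting the enzyme by more than half at any dose during confirmatory dose-response retesting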;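 also: plate controls were full reaction with DMSO carrier for no effect and no enzyme background for full effect; strong numbers were not always called active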
SIAH1 antagonists = Siah-1 peptide-binding antagonists, primary screen, biochemical, fluorescence polarization, rhodamine-plectin, uHTS (AID 1817) | displacement, % at 20 µM, or IC50 in µM where a hit was titrated | Siah-1 / rhodamine-plectin peptide fluorescence polarization; higher % means a stronger effect | 290,000 tested, 0.02% active;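 active = displacement of at least 50% at 20 µM, with a fluorescence ratio check between 0.3 and a set limit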;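 also: plate controls were Siah plus tracer with DMSO for no effect and tracer alone without Siah for full effect; strong numbers were not always called active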
Salmonella PhoP GFP = inhibitors of PhoP regulon expression, primary screen, Salmonella Typhimurium, GFP reporter (AID 1863); S. Typhimurium PhoP-regulated promoter GFP reporter, 4 h; higher % means a stronger effect; one-dose inhibition, % at 50 µM; IC50 in µM for titrated hits; 300,000 tested, 0.16% active;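 active = inhibition over 29.93%, a cutoff 3 SD above the screen mean, later confirmed by dose response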;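 also: 0% = low Mg2+ inducing control and 100% = high Mg2+ repressing control; strong numbers were not always called active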
P. falciparum M1AAP = malaria alanyl aminopeptidase activity blockers – biochemical, fluorogenic H-Leu-NHMec substrate, 1536-well (AID 1445); recombinant M1AAP, H-Leu-NHMec fluorogenic kinetic assay; higher % means a stronger effect; inhibition, % at 30 µM, or IC50 in µM where a hit was titrated; 220,000 tested, 0.42% active;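 active = primary inhibition above the hit cutoff, then over 50% inhibition at one or more dose response concentrations, cut at about 23% in these data, passing the limit was not always enough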;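 also: plate controls were DMSO full reaction for no effect and no enzyme background for full effect; strong numbers were not always called active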
West Nile virus CPE = inhibition of WNV-induced cytopathic effect – cell-based, CPE readout (AID 1621) | 290,000 tested, 0.02% active | CPE inhibition, % at 10 µM; hits with a dose series show IC50 in µM | West Nile virus-infected cells, CPE inhibition; higher % means a stronger effect; in the data active = a potency from the dose series; also: strong numbers were not always called active
XIAP antagonists = XIAP antagonists, biochemical, IAP family, fluorescence polarization (AID 1018); displacement, % at 20 µM, or IC50 in µM where a hit was titrated; 200,000 tested, 0.007% active; XIAP BIR domain, fluorescence polarization peptide displacement; higher % means a stronger effect; in the data active = displacement above about 50%; also: a part of the inactive calls stands beside numbers as strong as those of hits
PMI inhibition = human PMI inhibitors, high substrate, primary screen, biochemical, fluorescence intensity, high mannose 6-phosphate (AID 1220); recombinant PMI enzyme, coupled fluorescence intensity; higher % means a stronger effect; one-dose inhibition, % at 20 µM; IC50 in µM for titrated hits; 190,000 tested, 0.66% active; in the data active = inhibition above about 50%
CSM14.1 death rescue = protection against thapsigargin-triggered cell killing – 384-well, CSM14.1, ATP luminescence, primary screen (AID 1222). CSM14.1 thapsigargin-induced death rescue, ATP luminescence; higher % means a stronger effect. one-dose cellular ATP content (survival), % at 20 µM; EC50 in µM for titrated hits. 190,000 tested, under 10 active;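 active = EC50 below 50 µM in the dose-response confirmation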;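 also: death triggered by thapsigargin at about 15 µM added after 2 h compound pretreatment; cell ATP read after overnight thapsigargin exposure of roughly 18 to 22 hours; normalized against plate controls of thapsigargin alone and 5% DMSO vehicle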
* = called active by the depositor; i = inactive; / = not tested or not shown. Random draw from the library; 1.6% or so of the library scored in one or more.

nr	SMILES	Yfh1-off respiration	M17LAP inhibition	SIAH1 antagonists	Salmonella PhoP GFP	P. falciparum M1AAP	West Nile virus CPE	XIAP antagonists	PMI inhibition	CSM14.1 death rescue
1	CCN1C(=O)/C(=C/N(C)c2ccccc2)OC1=S	i	8.0%	-2.4%	2.1%	10.9%	-0.7%	-7.0%	-0.6%	-2.5%
2	Cc1cc(NC(=O)c2ccc([N+](=O)[O-])cc2Cl)ccc1NC(=O)c1ccco1	i	2.9%	10.9%	-7.9%	4.0%	-0.1%	-4.0%	-4.1%	-2.3%
3	Cc1cc(C(=O)CSc2nnc(-c3ccc4c(c3)OCO4)o2)c(C)n1-c1ccc(F)cc1	i	-9.2%	2.9%	1.0%	4.8%	-0.4%	-2.5%	10.7%	0.2%
4	Cc1nn(C(=O)c2cccs2)c(N)c1-c1ccccc1	i	-1.0%	0.8%	6.3%	8.5%	0.1%	-3.0%	4.0%	/
5	COc1ccc2nc(NC(=O)NC3CCCCC3)sc2c1	i	2.3%	-4.8%	4.4%	-1.4%	-0.5%	/	/	/
6	COc1ccc(N(CC(=O)Nc2cccc([N+](=O)[O-])c2C)S(C)(=O)=O)cc1OC	i	14.7%	2.0%	1.7%	3.9%	0.6%	-2.6%	-5.5%	-0.6%
7	Cc1c(-c2ccccc2)nc2ccccc2c1C(=O)O	i	-3.4%	4.6%	-4.4%	-7.3%	-0.4%	-3.8%	-8.2%	-1.2%
8	Clc1nnc(N/N=C/c2ccccc2)c2ccccc12	i	13.2%	1.0%	-6.1%	5.5%	0.2%	0.6%	0.6%	-1.2%
9	Cc1cc(N)ccc1N1CCCC1	i	1.8%	28.9%	19.5%	2.0%	0.3%	9.3%	25.9%	-0.5%
10	NS(=O)(=O)c1ccc(S(=O)(=O)N(Cc2ccccc2F)CC2CCCO2)cc1 (stereo unspecified)	i	-0.7%	-2.6%	-2.6%	3.3%	-0.7%	-6.0%	-1.3%	-0.3%
11	Cc1ccc(S(=O)(=O)N(C)C2(C)CCS(=O)(=O)C2)cc1 (stereo unspecified)	i	-10.7%	-0.7%	-2.2%	-1.3%	-0.1%	-4.3%	-1.9%	-0.9%
12	COc1ccc(N2CCN(CC(=O)NCc3ccccc3)CC2)cc1	i	0.1%	-6.2%	-2.4%	1.0%	-0.1%	-2.3%	30.7%	-1.5%
13	CCOc1ccc(-c2nc(CSCC(=O)NC3CCCc4ccccc43)c(C)o2)cc1 (stereo unspecified)	i	2.1%	3.0%	-9.3%	10.5%	-0.3%	-4.4%	6.9%	-0.9%
14	CN(Cc1ccsc1)C(=O)CCc1nnc(Cc2c[nH]c3ccccc23)o1	i	-8.5%	-0.8%	-2.9%	-16.9%	-0.4%	-0.4%	/	-1.3%
15	CC(C)c1ccc(O)c(NC(=O)c2cccnc2)c1	i	7.2%	1.5%	3.0%	2.8%	0.0%	-1.5%	-3.2%	-0.7%
16	C=CCNC(=O)C1CC1(c1ccccc1)c1ccccc1 (stereo unspecified)	i	19.6%	-4.2%	-2.9%	6.7%	-0.5%	-2.6%	2.0%	1.8%
17	COc1ccc2[nH]cc(C(=O)CN(C)CCc3ccc(OC)c(OC)c3)c2c1	i	36.6%	5.7%	2.4%	4.0%	-0.2%	-5.8%	-64.0%	/
18	O=C(O)c1cccc(NC(=O)c2cccc(S(=O)(=O)N3CCCCC3)c2)c1	i	7.5%	1.8%	11.6%	1.5%	1.0%	-1.3%	2.6%	-0.2%
19	COc1ccccc1N1CCN(C(c2cccs2)C(C)NC(=O)c2cccnc2)CC1 (stereo unspecified)	i	-5.5%	22.3%	-2.2%	8.6%	0.2%	-2.2%	6.2%	-1.4%
20	CSc1nnc([C@@H]2CCCN2C(=O)OC(C)(C)C)o1	i	6.5%	0.7%	-10.3%	7.7%	0.6%	-6.0%	-11.4%	-6.4%
21	C/C(CC(=O)Nc1cccc2c1CCCC2)=N\NC(=O)c1cccc2ccccc12	i	15.8%	7.5%	21.7%	6.9%	-0.6%	-5.4%	3.6%	-4.0%
22	CN(C)c1ccc(/C=C/C(=O)c2ccc(C(C)(C)C)cc2)cc1[N+](=O)[O-]	i	-3.8%	-2.4%	5.3%	1.0%	-0.6%	-2.4%	5.3%	-2.6%
23	COc1ccc(CCNC(=O)Cc2ccc([N+](=O)[O-])cc2)cc1OC	i	11.9%	-2.1%	-4.6%	-4.4%	1.0%	/	/	/
24	Cc1c(N2C(=O)CS/C2=N\N=C\c2ccc(Br)cc2)c(=O)n(-c2ccccc2)n1C	i	17.1%	1.3%	6.6%	6.3%	0.5%	1.8%	7.5%	-3.9%
25	Cc1cc2cc(CN(Cc3ccco3)C(=S)NCC3CCCO3)c(=O)[nH]c2cc1C (stereo unspecified)	i	1.5%	-5.4%	-10.5%	1.3%	-1.1%	-8.0%	0.0%	1.8%
26	COc1ccc(-c2[nH]nc3oc(=O)cc(C)c23)cc1	i	-2.4%	5.9%	6.0%	5.4%	-0.1%	-4.2%	13.9%	2.7%
27	CCOC(=O)c1c(-n2c(C)cc(C=O)c2C)sc2c1CCCC2	i	1.8%	0.1%	-3.0%	13.3%	0.6%	-6.1%	14.7%	4.1%
28	O=C(OCn1nnc2ccccc2c1=O)c1cccs1	i	7.5%	1.2%	-1.6%	-1.4%	0.1%	-4.2%	4.6%	/
29	CCOC(=O)N1N=C(C)CC1(O)c1ccccc1 (stereo unspecified)	i	2.7%	-1.5%	3.9%	-1.1%	-0.1%	-3.7%	-6.3%	-1.1%
30	Cc1ccccc1CS(=O)(=O)Cc1ccc(C(=O)NCc2ccccn2)o1	i	3.4%	-6.5%	3.1%	11.9%	0.6%	3.8%	11.1%	3.0%
31	Cc1cccc(-c2nc3ccccc3c(=O)n2NC(=O)c2ccc([N+](=O)[O-])c(C)c2)c1	i	15.6%	3.1%	-16.0%	7.5%	-1.1%	-6.0%	10.1%	-1.2%
32	NS(=O)(=O)c1cccnc1Nc1c(Cl)cccc1Cl	i	-11.5%	3.2%	9.6%	4.1%	0.0%	-4.6%	-3.5%	-2.4%
33	CC(=O)c1cnc(-c2cccc(Cl)c2)s1	i	9.2%	6.2%	-4.8%	6.8%	0.7%	-1.7%	-4.7%	1.2%
34	CC(C)c1ccccc1OCC(=O)NN1C(=O)c2ccccc2C1=O	i	-1.1%	-3.7%	6.5%	2.7%	-0.6%	-10.4%	16.8%	0.0%
35	O=C(c1cnccn1)N1CCc2ccccc2C1	i	5.6%	0.8%	-9.8%	-0.8%	0.3%	-0.5%	-8.1%	-0.2%
36	Cc1ccccc1C(=O)O/N=C(\N)c1ccncc1	i	14.3%	-2.7%	10.6%	-3.1%	-0.5%	-3.9%	-1.0%	-2.9%
37	CCCC(=O)Nc1ccccc1-c1nnc(SCC)[nH]c1=O	i	8.3%	2.9%	1.2%	3.4%	-0.1%	/	/	/
38	CC(C)COc1ccc(C2NC(=O)NC2=O)cc1 (stereo unspecified)	i	7.6%	-1.0%	-5.6%	-4.2%	-0.4%	-0.3%	-8.2%	/
39	Cc1c(Cc2ccccc2)c(=O)oc2cc(OCc3nn[nH]n3)ccc12	i	-87.4%	0.7%	6.0%	5.4%	0.2%	0.2%	12.8%	-1.3%
40	CCOc1cc(NC(=O)c2ccco2)c(OCC)cc1NC(=O)CCc1ccc(OC)cc1	/	/	-1.6%	/	/	/	-5.2%	8.9%	2.0%
41	COC(=O)c1c(NC(=O)/C=C/C(=O)O)sc(C)c1-c1ccc(C(C)C)cc1	i	15.5%	-0.8%	8.8%	1.8%	-0.5%	-5.5%	-4.5%	0.4%
42	CCN(CC)C(=O)CSc1nc2c(c(-c3cccnc3)c1C#N)CCCC2	i	-3.1%	7.9%	4.0%	-2.5%	-0.9%	-2.7%	2.8%	0.2%
43	CC(=O)c1ccc(S(=O)(=O)Nc2cccc(-c3ccc4nncn4n3)c2)cc1	i	4.1%	2.2%	-1.9%	7.6%	-0.4%	-5.7%	8.9%	-1.0%
44	CN(C)S(=O)(=O)c1ccc(S(=O)(=O)N(CC(=O)Nc2ccccc2)Cc2ccco2)cc1	i	10.6%	-0.2%	2.4%	-0.7%	-0.3%	-9.1%	-4.0%	0.0%
45	COc1ccc(NC(=O)C2=C(C)C(=O)OC23CCC(C)CC3)c(OC)c1 (stereo unspecified)	i	-2.3%	2.5%	-3.1%	8.5%	-0.6%	-6.6%	10.6%	/
46	O=C(O)c1cc2c(s1)CCCC2	i	-2.6%	-3.4%	-15.9%	-0.6%	0.3%	-4.7%	-0.3%	/
47	O=C(COc1nnnc2ccccc12)N1CCCc2ccccc21	i	16.9%	0.8%	6.2%	-0.8%	-0.1%	-3.9%	17.9%	0.2%
48	CN(CCC#N)C(=O)Cn1nc(Cc2ccncc2)c2ccccc2c1=O	i	3.9%	2.1%	5.1%	0.8%	1.3%	1.9%	-13.7%	-2.6%
49	COC(=O)COc1ccc2c(-c3cccc([N+](=O)[O-])c3)cc(=O)oc2c1	i	8.5%	-1.1%	-3.5%	-4.1%	0.2%	-6.7%	8.5%	-0.1%
50	COc1cccc(CN2CCNC(=O)C2CC(=O)NCCc2cccc(C)n2)c1OC (stereo unspecified)	i	-10.1%	-3.8%	-0.6%	3.6%	1.9%	5.1%	/	-0.9%

Shown with values under each structure: 3 of the compounds above
Results follow in this order: Yfh1-off respiration	M17LAP inhibition	SIAH1 antagonists	Salmonella PhoP GFP	P. falciparum M1AAP	West Nile virus CPE	XIAP antagonists	PMI inhibition	CSM14.1 death rescue
#39 Cc1c(Cc2ccccc2)c(=O)oc2cc(OCc3nn[nH]n3)ccc12
 : i	-87.4%	0.7%	6.0%	5.4%	0.2%	0.2%	12.8%	-1.3%
#40 CCOc1cc(NC(=O)c2ccco2)c(OCC)cc1NC(=O)CCc1ccc(OC)cc1
 : /	/	-1.6%	/	/	/	-5.2%	8.9%	2.0%
#41 COC(=O)c1c(NC(=O)/C=C/C(=O)O)sc(C)c1-c1ccc(C(C)C)cc1
 : i	15.5%	-0.8%	8.8%	1.8%	-0.5%	-5.5%	-4.5%	0.4%

Carrying on.
nr	SMILES	Yfh1-off respiration	M17LAP inhibition	SIAH1 antagonists	Salmonella PhoP GFP	P. falciparum M1AAP	West Nile virus CPE	XIAP antagonists	PMI inhibition	CSM14.1 death rescue
51	CN1C(=O)c2cccc3c(Cl)ccc(c23)C1=O	i	-2.2%	0.3%	12.3%	-2.7%	0.3%	-1.8%	-5.2%	0.3%
52	COc1cccc(NC(=O)C(OC(=O)/C=C/c2ccc3c(c2)OCO3)c2ccccc2)c1 (stereo unspecified)	i	33.2%	-3.4%	-0.1%	1.1%	-0.2%	-2.9%	10.7%	0.8%
53	CC(C)C[C@H](NC(=O)Nc1ccc(Oc2ccccc2)cc1)C(=O)O	i	38.9%	9.3%	-1.0%	2.7%	-0.4%	-0.8%	-16.6%	-4.7%
54	Cc1nnc(NC(=O)CSc2ncnc3scc(-c4ccccc4)c23)s1	i	3.2%	2.4%	11.9%	-0.1%	0.2%	-4.8%	-11.9%	-1.6%
55	CC(Sc1nnc(C2CCCCC2)n1N)C(=O)NCc1ccc2c(c1)OCO2 (stereo unspecified)	i	12.8%	-7.7%	-5.7%	2.7%	-0.6%	-1.3%	-2.7%	-1.4%
